Source: PubChem BioAssay
M4 ag = agonists of human muscarinic M4 receptor (CHRM4); P08173; CHO-K1 hM4/Gqi5, Fluo-8 calcium fluorescence; vehicle 0%, full acetylcholine response 100%; activation, % at 3 µM; hit rate 0.14% among 360,000;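 active = activation above the run mean over all test wells plus 3 SD, cut at about 32% in these data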;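 also: peak over basal fluorescence ratio per well then scaled between controls; 0% = DMSO wells and 100% = acetylcholine at EC100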
M4 PAM = positive allosteric modulators of human muscarinic M4 receptor; hit rate 0.4% among 360,000; CHO-K1 hM4/Gqi5, Fluo-8 calcium fluorescence, ACh EC20; 0% = ACh EC20, 100% = maximal ACh; activation, % at 3 µM; AID 624126;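 active = activation above its plate's cutoff, the mean activation of sample wells plus 3 SD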; also: some results filed as inactive read as strong as hits
M5 antag = CHRM5 antagonism in calcium assay; P08912; CHO-hM5 cells, Fluo-8 calcium fluorescence, ACh EC80; inhibition, % at 3 µM; hit rate 0.59% among 360,000; AID 624040;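 active = inhibition above a per-plate cutoff, the mean of that plate's test compounds plus 3 SD, cut at about 27% in these data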;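 also: 0% = acetylcholine EC80 with DMSO and 100% = DMSO without agonist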
Target sequence (P08912 whole entry, looked up): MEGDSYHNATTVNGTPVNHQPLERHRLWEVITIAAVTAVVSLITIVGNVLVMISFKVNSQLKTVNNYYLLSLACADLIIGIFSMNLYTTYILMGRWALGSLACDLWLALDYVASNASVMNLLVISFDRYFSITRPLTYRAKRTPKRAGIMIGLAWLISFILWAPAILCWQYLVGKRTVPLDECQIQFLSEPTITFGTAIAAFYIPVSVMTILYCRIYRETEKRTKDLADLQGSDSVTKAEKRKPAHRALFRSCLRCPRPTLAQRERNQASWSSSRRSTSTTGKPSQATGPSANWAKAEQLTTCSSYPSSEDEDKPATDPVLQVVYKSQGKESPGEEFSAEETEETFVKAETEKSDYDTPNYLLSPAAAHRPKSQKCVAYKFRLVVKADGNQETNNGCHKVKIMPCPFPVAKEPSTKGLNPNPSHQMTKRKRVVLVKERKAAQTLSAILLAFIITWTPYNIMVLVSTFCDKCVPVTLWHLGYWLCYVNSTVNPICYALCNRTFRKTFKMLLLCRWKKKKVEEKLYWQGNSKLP
IDE inh = cellular human IDE inhibition. inhibition, % at 5.59 µM. P14735. hit rate 0.41% among 320,000. HEK cells, FAbetaB cleavage, fluorescence polarization;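 active = percent inhibition above the average of all tested compounds plus 3 SD, set per screening campaign, cut at about 16% in these data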;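 also: IDE supplied by intact live HEK cells; FP after avidin binding of uncleaved biotin substrate so inhibition keeps polarization high; 0% = DMSO wells and 100% = 60 µM reference IDE inhibitor Ii1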
CHRM5 agonist = CHRM5 agonism in calcium assay. CHO-K1 hM5 cells, Fluo-8 calcium fluorescence; 0% DMSO wells, 100% maximal acetylcholine response. AID 624037. P08912. activation, % at 3 µM. hit rate 0.19% among 360,000;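 active = activation above the run's mean over test compounds plus 3 SD, cut at about 23% in these data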;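 also: signal is peak over basal fluorescence ratio across the kinetic read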
CRFR2-BP ag = agonists of human CRF-binding protein/CRF-R2 receptor complex | HEK293 CRF-R2/CRF-BP, calcium dye fluorescence (FLIPR); percent of saturating CRF peptide response | activation, % at 13.2 µM | hit rate 0.46% among 350,000;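 active = activation of at least 50%, plus an integration ratio under a set limit after plate pattern correction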;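 also: plate controls were neutral control wells without compound for no effect and CRF at EC100 for full effect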
CHRM5 PAM = CHRM5 positive allosteric modulation. P08912. CHO-K1 hM5, Fluo-8 calcium, ACh EC20 PAM; 0% = ACh EC20, 100% = ACh EC100. activation, % at 3 µM. hit rate 0.3% among 360,000;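 active = activation above the run cutoff, the mean activation of all test compounds plus 3 SD, cut at about 18% in these data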
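System – CHO-K1 hM5 cells · Compound – 3 µM, single dose · Incubation – compound preincubation 140 s before EC20 acetylcholine addition · Technique – Fluo-8 calcium fluorescence · Measure – Max/basal fluorescence ratio as % of EC20–EC100 ACh window · Benchmarks – low control EC20 acetylcholine (0%), high control EC100 acetylcholine (100%) · Replication – singlicate, one well per test compound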
M4 antag = antagonists of human muscarinic M4 receptor (CHRM4); P08173; CHO-hM4 cells, ACh EC80, Fluo-8 calcium fluorescence; hit rate 0.73% among 360,000; inhibition, % at 3 µM;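 active = inhibition above its plate's cutoff, the mean inhibition of sample wells plus 3 SD, cut at about 27% in these data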;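 also: 0% = acetylcholine EC80 with DMSO and 100% = DMSO without agonist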
CRFBP-R2 block = CRF-BP/CRF-R2 complex antagonism | HEK293 CRF-R2/CRF-BP, CRF-induced calcium fluorescence | inhibition, % at 11.8 µM | hit rate 0.59% among 350,000 | AID 588475;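 active = inhibition of the ligand-induced calcium signal above about 50% at the single tested concentration, limit read from the data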
* hit, by the source's call; / = no result given. An unsorted share of the library; about 2.9% have a hit in one of these screens.

SMILES	M4 ag	M4 PAM	M5 antag	IDE inh	CHRM5 agonist	CRFR2-BP ag	CHRM5 PAM	M4 antag	CRFBP-R2 block
CSc1nnc(-c2cc3ccccc3cc2O)n1C	2	1	-5	7	-5	-0.9	0	0	1
CCN(CC)C(=O)Cn1cc(S(=O)(=O)CC(=O)Nc2ccc(C(N)=O)cc2)c2ccccc21	1	-1	7	4	-5	2.5	-2	1	3
CCN(CC)CCCN1C(=O)CSC1c1ccc2c(c1)OCO2 (stereo not given)	2	7	-2	-1	-7	0.0	-2	-13	7
Cc1noc(C)c1CNCc1ccccc1	-1	0	14	-2	-1	-0.6	-3	-3	-1
Cc1ccc(Cn2c(=S)[nH]c3ccccc3c2=O)cc1	3	2	-8	-1	-1	5.3	1	-3	2
O=C(Nc1cc(C(F)(F)F)ccc1N1CCOCC1)c1ccccc1F	-1	2	5	3	0	-5.3	-6	10	-3
COc1ccccc1CNC(=O)CN(C)Cc1ccc(SC)cc1	0	-7	5	3	-5	-0.9	-1	13	2
Cc1nnc(SCC2=C(C(=O)O)N3C(=O)C(NC(=O)COc4ccccc4)C3SC2)s1 (stereo not given)	0	1	8	/	1	0.7	2	3	-4
C=CCNC(=O)C1CC2Cn3c(nc4cc(Cl)c(Cl)cc43)C2N1C (stereo not given)	2	5	2	3	1	-2.9	5	3	8
Cc1ccc(-c2cc(C(=O)Nc3cc(C)ccc3C)[nH]n2)c(O)c1	1	3	-2	3	6	0.9	5	-5	-3
N#CSCC(=O)c1cccc2ccccc12	1	4	6	4	2	3.1	0	5	-83
Cc1c(NC(=S)NC(=O)Cc2ccccc2)cccc1C(=O)O	0	5	0	0	-1	1.5	0	3	-12
Cc1ccc(NC(=O)c2cc(=O)c3ccccc3o2)c(C)c1	0	-8	4	-5	0	-2.3	-3	16	-22
COc1cc(CO)cc(Br)c1OCc1cccnc1	0	-2	-1	-4	-1	5.3	-1	8	-4
O=S(=O)(Nc1ccc(NS(=O)(=O)c2ccccc2)cc1)c1ccccc1	1	-6	5	/	0	0.3	-6	9	11
Cc1c(C)n(C(=O)CSc2nc3ccccc3[nH]2)c2ccccc12	1	0	-1	2	-2	4.5	-3	-10	-19
COCCNC(=O)CN(C(=O)Cn1nnc2ccccc21)c1ccc(C)cc1	1	4	-1	0	-4	1.2	-1	-5	-5
CN(C)S(=O)(=O)N1CCCN(S(=O)(=O)N(C)C)CC1	1	5	-6	-5	0	-0.5	2	8	8
CCC(=O)c1ccc(OCC(O)Cn2nnc3ccccc32)cc1 (stereo not given)	2	-7	-4	1	6	2.7	-5	-5	2
COc1ccc2nc3ccccc3nc2c1NC(=O)c1ccc(Br)cc1	0	0	5	1	-1	5.6	-1	-11	-2

Five of the entries above in order of their number in CHRM5 PAM, smallest number first:
smiles | M4 ag | M4 PAM | M5 antag | IDE inh | CHRM5 agonist | CRFR2-BP ag | CHRM5 PAM | M4 antag | CRFBP-R2 block
O=S(=O)(Nc1ccc(NS(=O)(=O)c2ccccc2)cc1)c1ccccc1 | 1 | -6 | 5 | / | 0 | 0.3 | -6 | 9 | 11
Cc1ccc(NC(=O)c2cc(=O)c3ccccc3o2)c(C)c1 | 0 | -8 | 4 | -5 | 0 | -2.3 | -3 | 16 | -22
COc1cc(CO)cc(Br)c1OCc1cccnc1 | 0 | -2 | -1 | -4 | -1 | 5.3 | -1 | 8 | -4
Cc1c(NC(=S)NC(=O)Cc2ccccc2)cccc1C(=O)O | 0 | 5 | 0 | 0 | -1 | 1.5 | 0 | 3 | -12
CN(C)S(=O)(=O)N1CCCN(S(=O)(=O)N(C)C)CC1 | 1 | 5 | -6 | -5 | 0 | -0.5 | 2 | 8 | 8

The listing continues.
SMILES	M4 ag	M4 PAM	M5 antag	IDE inh	CHRM5 agonist	CRFR2-BP ag	CHRM5 PAM	M4 antag	CRFBP-R2 block
O=C(Nc1ccccc1O)c1cc(S(=O)(=O)N2CCOCC2)ccc1Cl	5	5	-6	-2	3	3.0	-2	-4	4
Cc1cc(C)cc(NC(=O)c2c(C)nc3ccccn23)c1	-1	-1	-4	6	-2	-1.6	9	-5	-13
C[C@@]12C(=O)N(CC3CC3)CC(=O)N1[C@H](/C=C/c1ccccc1)[C@@H]1C(=O)N(c3ccccc3)C(=O)[C@@H]12	1	7	6	5	1	-0.4	6	2	1
CCOc1ccc(-n2cc(C(=O)NC(C)C)c3cc(OC)c(OC)cc3c2=O)cc1	10	-9	4	4	4	-0.6	-15	-2	10
O=c1oc2c(CN3CCN(CCO)CC3)c(O)ccc2cc1-c1ccccn1	0	-5	3	4	-4	71*	1	-7	-15
Cc1csc(NC(=O)CCn2c(=O)oc3ccccc32)n1	0	6	0	-2	0	0.5	1	15	-19
Cc1ccccc1C(=O)Nc1ccnn1C1CCN(Cc2cccnc2)CC1	1	-2	7	0	-4	-0.6	0	2	-3
CCCC(=O)N1c2ccccc2NC2=C(C(=O)CCC2)C1c1ccc(F)cc1 (stereo not given)	2	-2	-8	2	4	-2.3	-3	-1	-7

Complete entries, looked up by structure.
Cc1noc(C)c1CNCc1ccccc1 is entered as M4 ag = -1; M4 PAM = 0; M5 antag = 14; IDE inh = -2; CHRM5 agonist = -1; CRFR2-BP ag = -0.6; CHRM5 PAM = -3; M4 antag = -3; CRFBP-R2 block = -1
C=CCNC(=O)C1CC2Cn3c(nc4cc(Cl)c(Cl)cc43)C2N1C (stereo not given) is entered as M4 ag = 2; M4 PAM = 5; M5 antag = 2; IDE inh = 3; CHRM5 agonist = 1; CRFR2-BP ag = -2.9; CHRM5 PAM = 5; M4 antag = 3; CRFBP-R2 block = 8
